Pol eta inh: inhibitors of human DNA polymerase eta | 390,000 compounds, 1.2% hits | Potency, µM (series often up to 114 µM), without a hit: at the highest dose activity change, negative = inhibition, most hits filed as inhibitors | recombinant Pol eta, fluorescent DNA replication assay | Q9Y253; note: % is set by controls: 0 for no effect and ±100 for the full control effect
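Pol eta at 10 nM preincubated with compounds 15 min at room temperature; reaction started with fluorescent substrate (50 nM final) and read kinetically at 0 and 10 min.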
BAZ2B inh: blocks human BAZ2B; Q9UIF8; AlphaScreen BAZ2B-H3K14Ac peptide displacement; Potency, µM (top dose mostly 114 µM), for the others: at the top dose activity change, negative = inhibition, most hits filed as inhibitors; 360,000 compounds, 4.4% hits; note: % is set by controls: 0 for no effect and ±100 for the full control effect; nearly all actives have a fitted effect of over 60% in size
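BAZ2B (50 nM) with biotin-H3(5-23)K14Ac peptide (50 nM) in PBS pH 7.4, 0.01% Tween-20, preformed 30 min, then compound 30 min at room temperature; top concentration 110uM. AlphaScreen streptavidin donor/nickel chelate acceptor beads (10 ug/mL final), 20 min dark, signal read.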
JMJD2A Tudor inh: JMJD2A Tudor domain (human) inhibition. O75164. AlphaScreen JMJD2A-Tudor / H3K4me3 peptide binding. Potency, µM (highest dose often 114 µM), inactives show at the top dose activity change, negative = inhibition, usual class: inhibitors. 390,000 compounds, 4.4% hits. AID 504339; note: % is set by controls: 0 for no effect and ±100 for the full control effect; nearly all actives have a fitted effect of over 50% in size
G9a inh: inhibitors of human histone lysine methyltransferase G9a | G9a H3K9 monomethylation, AlphaScreen, 2 h | 350,000 compounds, 8.8% hits | Potency, µM (series often up to 102 µM), for the others: top-dose activity, negative = inhibition, hits mostly inhibitors | AID 504332; note: % is set by controls: 0 for no effect and ±100 for the full control effect; nearly all actives have a fitted effect of over 75% in size
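Readings reflect AlphaScreen signal from monomethyl-H3K9 antibody detection. HMT at 20 nM; substrate b-H3K9 500 nM; cofactor SAM 20 uM; 2 h RT reaction; compounds tested as titrations in qHTS with 15 min preincubation.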
Pol kappa inh: DNA polymerase kappa (human) inhibition; Q9UBT6; purified Pol kappa, fluorescent DNA synthesis assay, 10 min; Potency, µM (series often up to 107 µM), for inactives: at the highest dose activity, negative = inhibition, usual class: inhibitors; 400,000 compounds, 0.53% hits; AID 588579; note: % is set by controls: 0 for no effect and ±100 for the full control effect
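Fluorescent qHTS in 1536-well format: enzyme (10 nM) and compound sat 15 min at room temperature before 50 nM substrate (final) was added. Signal taken at 0 and 10 min; no-enzyme buffer wells were negative controls.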
POLB inh: blocks human DNA polymerase beta activity; P06746; Pol beta primer extension/strand displacement, fluorescence kinetic; Potency, µM (series often up to 114 µM), without a hit: top-dose activity change, negative = inhibition, actives largely listed as inhibitors; 340,000 compounds, 1.3% hits; note: % is set by controls: 0 for no effect and ±100 for the full control effect
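Pol beta (10 nM) and compounds were preincubated 15 min at room temperature, then 50 nM substrate (final) started primer extension/strand displacement. Reads were taken at 0 and 10 min; concentration-response data were fitted to a four-parameter Hill equation.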
APEX1 inh: APE1 (human) endonuclease inhibition | P27695 | recombinant APE1, TAMRA/BHQ-2 abasic DNA cleavage fluorescence | Potency, µM (titrated, usually from 65.8 µM), inactives show top-dose activity change, negative = inhibition, actives largely listed as inhibitors | 350,000 compounds, 0.35% hits | AID 2517;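 note: plate controls were vehicle for no effect and reference inhibitor for full effect; nearly all actives have a fitted effect of over 55% in size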
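Compound pre-exposure to 0.75 nM APE1, 15 min at ambient temperature. Reaction initiated with 50 nM TAMRA/BHQ-2 THF substrate, read immediately in kinetic mode, 525 nm excitation, 598 nm emission.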
BLM inh: Bloom syndrome helicase (human) inhibition; recombinant BLM DNA unwinding, fluorescence dequenching; AID 2528; Potency, µM (series often up to 56.1 µM), for the others: top-dose activity change, negative = inhibition, most hits filed as inhibitors; 350,000 compounds, 0.2% hits;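 note: plate controls were vehicle for no effect and no enzyme for full effect; nearly all actives have a fitted effect of over 35% in size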
POLI inh: blocks human DNA polymerase iota activity; Potency, µM (titrated, usually from 115 µM), inactives show top-dose activity, negative = inhibition, actives largely listed as inhibitors; 390,000 compounds, 1% hits; AID 588590; Q9UNA4; Pol iota fluorescent replication assay, 10 min
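Fluorescent replication assay read twice, at 0 min and 10 min after adding 50 nM (final) substrate. Enzyme (10 nM) and compounds were first incubated 15 min at room temperature; enzyme-free buffer wells were negative controls.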
Active calls of the source: *; ? = inconclusive; · = no result given; & = joins results of further samples; ! = not confirmed by another sample; [ ] = another dose, or the depositor's remark. Calls come from the whole dose curve; as a rule, active = well fitted curve in the direction sought with a large enough effect; inconclusive = small, poorly fitted or top-dose-only effect, or another doubt; inactive = no such curve, though single readings can be large; an effect the other way counts as inactive or inconclusive. Potency is the fitted concentration of half-maximal effect. The list is partial; the hit share may differ from the screen's.

#	mol	Pol eta inh	G9a inh	BAZ2B inh	POLI inh	BLM inh	POLB inh	Pol kappa inh	APEX1 inh	JMJD2A Tudor inh
1	COc1ccc(-c2nnc(N)s2)cc1OC	-1%	·	·	-9%	·	·	-20%	·	-10%
2	C/C(=N/NC(=O)c1ccc(C)s1)c1cccc(NC(=O)COc2ccc(Cl)cc2C)c1	?	25%	-4%[57.1 µM]	1%	-2%	38%	-8%	-3%	4%
3	Cc1csc2nc(CNC(=O)C3CC=CCC3C(=O)O)cn12 (stereo not given)	1%	16%[59 µM]	-4%	?	2%	-21%	-13%	1%	-23%
4	N/C(Cc1ccc([N+](=O)[O-])cc1)=N\OC(=O)C(c1ccccc1)c1ccccc1	-17%	-32%	-18%	12%	-6%	-1%	-4%	-6%	-33%
5	CCOc1ccc(-n2c(N)c(C(=O)NCc3cccnc3)sc2=S)cc1	-13%	?	0%	8%	0%	25%	-3%	0%	-10%
6	CC1(C)CCC(C)(C)NC(=S)N1	3%&-9%	9%[59 µM]	0%	0%	4%	11%	-4%	3%	1%
7	Cc1cc(=O)n2c(-c3ccccc3C)n[nH]c2n1	-13%	10%[12.7 µM]	-6%	10%	0%	25%	-4%	-2%	-1%
8	COc1ccc(C(=O)Nc2cccc(OC)c2)cc1	-14%	-37%[59 µM]	4%	4%	-1%	30%	-13%	?	-4%
9	Cc1cccc(C)c1NC(=O)c1cc(S(=O)(=O)N2CCc3ccccc32)cn1C	6%	·	3%	-9%	-3%	-15%	-8%	-3%	-20%
10	CCc1nn2c(=O)cc(COC(=O)c3ccccc3NC(=O)c3ccc(C(C)(C)C)cc3)nc2s1	-11%	10%[59 µM]	-2%	18%	0%	11%	2%[60.1 µM]	·	-5%
11	CC(C)(C)NC(=O)CSc1nnc(-c2c[nH]c3ccccc23)o1	-22%	36%[59 µM]	-4%	30%[activator]	-3%	8%	-7%	51%[activator]	-8%
12	NC(=O)CCS(=O)(=O)c1ccc(Cl)cc1	1%	-3%	-12%	111%[activator]	-7%	-2%	-12%	1%	-1%
13	CC1=NN(C(N)=S)C(=O)C1N=Nc1ccc(Cl)cc1Cl (stereo not given)	-6%	·	?	?	-3%	-1%	-15%	3%	50µM*
14	Nc1nc(N)nc(-c2cc(F)ccc2O)n1	-4%	3%[0.501 µM]	6%	-27%	·	·	-35%	-19%	-11%
15	O=C(CS(=O)(=O)c1ccccc1)N1CCCCC1	-6%	15%	0%	11%	-1%	0%	-18%	10%	-11%
16	Cc1ccc(C(=O)C(C)Oc2cccc(NC(=O)c3ccco3)c2)cc1 (stereo not given)	-28%	-19%[59 µM]	0%	-10%	-4%	12%	-12%	?	-24%
17	C[C@@H]1ON(C2CCCCC2)[C@H]2c3nc4ccccc4n3C[C@@H]12	-19%	·	-1%	36%	0%	32%	1%	3%	4%
18	CCC1(CC)Cc2ccccc2-c2nc(CN(C)C)[nH]c(=O)c21	13%	?	-21%	?	-8%	17%	-1%	23%	?
19	O=C1CCC(C(=O)N2CCCCCC2)CN1CCc1ccc(Cl)cc1 (stereo not given)	-13%	14%	-10%[57.1 µM]	56%[activator]	0%	7%	5%	12%	11%
20	C=CCN(C(=O)CNC(=O)c1cccs1)C(C(=O)NC(C)(C)C)c1ccccc1 (stereo not given)	-17%	10%	-18%	6%	-5%	-25%	14%	-6%	-8%
21	c1cc(CNCCCN2CCOCC2)ccn1	-4%	?	-4%	-5%	-2%	-1%	-4%	0%	-1%
22	CC1CCC(NS(=O)(=O)c2cccc3nsnc23)CC1 (stereo not given)	-18%	-14%	2%	79%[activator]	-4%	46%	1%	6%	?
23	O=C(NCC1CCCO1)c1ccc(Cl)c(S(=O)(=O)Nc2ccccc2)c1 (stereo not given)	-2%	·	-6%	14%	-1%	4%	-5%	-8%	-3%
24	COc1ccc(C(CC(=O)Nc2ccc(Cl)cc2F)NC(=O)C(F)(F)F)cc1 (stereo not given)	-15%	-35%[12.7 µM]	5%	21%	3%	0%	4%	?	-1%
25	O=C(Nc1ccc(NC(=O)c2ccccc2Cl)cc1)c1cccnc1	-18%	20%	7%	-1%	0%	20%	4%	11%	-6%

#	mol	Pol eta inh	G9a inh	BAZ2B inh	POLI inh	BLM inh	POLB inh	Pol kappa inh	APEX1 inh	JMJD2A Tudor inh
26	CC(=O)Nc1ccc(NC(=O)c2ccc(-c3ccccc3Cl)o2)cc1	2%	-34%	5%	49%[activator]	·	·	-5%	1%	-23%
27	O=S1(=O)CCN(C(CCO)c2cccc(C(F)(F)F)c2)CC1 (stereo not given)	-13%	-1%	-13%	81%[activator]	0%	6%	0%	?	-6%
28	O=C(O)CCCCc1nc2ccccc2s1	-4%	-41%[59 µM]	13%	17%	4%	3%	-22%	-7%	4%
29	COc1ccc(N2C(S)=C(C#N)C(=O)NC2c2ccco2)cc1 (stereo not given)	1%	35µM*	-30%	?	4%	7%	-12%	7%	-16%
30	O=C(Nc1ccc2oc(-c3ccc(Cl)c(Cl)c3)nc2c1)c1ncn[nH]1	?	3%	-35%	?	1%	11µM*	?	-1%	-34%
31	O=c1cnc2cnc(Oc3ccccc3)nc2n1CCc1ccccc1	·	-4%[12.7 µM]	·	·	1%	·	-3%[60.1 µM]	3%	·
32	CCOC(=O)c1ccc(NC(=O)Cn2cnc(S(=O)(=O)N3CCCC3)c2)cc1	-4%&-14%	57%[activator]	-22%&-2%	14%&31%	1%&-1%	1%&-1%	6%&6%	62%[activator]	-9%&-1%
33	O=C1COc2ccc(C(=O)COC(=O)CNC(=O)c3ccco3)cc2N1	17%	1%	-9%	11%	-5%	38%[activator]	-8%[60.1 µM]	9%	-9%
34	O=c1nc2ccccc2c2n1CC(CN1CCN(c3ccccc3F)CC1)N2 (stereo not given)	-3%	25%[0.501 µM]	-23%	-4%	0%	12%	-17%	1%	-17%
35	O=C(O)c1ccc(/C=C2\SC(=Nc3ccccc3)N(c3ccccc3)C2=O)cc1	-11%	?	-7%	7%	-11%	17%	5%	6%	-18%
36	COc1ccc(S(=O)(=O)N2CCC(n3cnc4ccccc43)CC2)cc1	-5%	-19%	-15%	-16%	-2%	43%	-12%	2%	-14%
37	CCN(C(=O)c1ccc(C(C)(C)C)cc1)c1nnc(Cn2nnc3ccccc32)s1	?	-4%	-6%	6%	-12%	10%	-15%	-12%	-7%[11.4 µM]
38	COc1ccccc1NS(=O)(=O)c1ccc(O)c(C(=O)OCC(=O)c2ccc(Cl)cc2Cl)c1	-19%	?	·	30%	-10%	13%	-8%	-6%	-13%
39	Cn1nc(C(=O)Nc2nc(-c3ccc(F)cc3)cs2)ccc1=O	-5%	32%	3%	-4%	2%	-1%	1%	-2%	0%
40	CC1CCCN(CC(=O)Nc2cc(Cl)ccc2Oc2ccccc2)C1 (stereo not given)	-9%	-1%	49%[activator]	29%	-5%	-10%	-16%	8%	50%[activator]
41	C/C(=N\Nc1ccccn1)c1ccc2c(c1)OCO2	-3%	8%	?	98%[activator]	-1%	25%	4%	9%	-16%
42	COc1cccc(NC(=O)Nc2nnc(Cc3ccc(F)cc3)s2)c1	2%	26%[2.33 µM]	10%	128%[activator]	-3%	0%	-1%	-7%	-5%
43	COC(=O)/C=c1\sc2ncnn2c1=O	-11%	3.2µM*	11%	?	2%	0%	3%	1%	20µM*
44	Cc1ccc(S(=O)(=O)N2CCCC2C(=O)OCC(=O)Nc2ccc3c(c2)OCO3)cc1 (stereo not given)	-5%	-16%[59 µM]	·	-15%	-7%	12%	-3%	-5%	-25%
45	Cc1ccc(CS(=O)Cc2ccc(C(=O)NCc3ccccc3Cl)o2)cc1 (stereo not given)	6%&-3%	79µM*!	-4%&-13%	24%&-2%	1%&0%	7%&23%	-1%&-2%	30%	-10%&-3%
46	CCCN(Cc1cccs1)C(=O)Nc1cc(C)cc(C)c1	-7%	-1%[59 µM]	12%	21%	-8%	-4%	-18%	·	21%

By substructure, the entries above with an aryl methoxy group (seven)
#	mol	Pol eta inh	G9a inh	BAZ2B inh	POLI inh	BLM inh	POLB inh	Pol kappa inh	APEX1 inh	JMJD2A Tudor inh
1	COc1ccc(-c2nnc(N)s2)cc1OC	-1%	·	·	-9%	·	·	-20%	·	-10%
8	COc1ccc(C(=O)Nc2cccc(OC)c2)cc1	-14%	-37%[59 µM]	4%	4%	-1%	30%	-13%	?	-4%
24	COc1ccc(C(CC(=O)Nc2ccc(Cl)cc2F)NC(=O)C(F)(F)F)cc1 (stereo not given)	-15%	-35%[12.7 µM]	5%	21%	3%	0%	4%	?	-1%
29	COc1ccc(N2C(S)=C(C#N)C(=O)NC2c2ccco2)cc1 (stereo not given)	1%	35µM*	-30%	?	4%	7%	-12%	7%	-16%
36	COc1ccc(S(=O)(=O)N2CCC(n3cnc4ccccc43)CC2)cc1	-5%	-19%	-15%	-16%	-2%	43%	-12%	2%	-14%
38	COc1ccccc1NS(=O)(=O)c1ccc(O)c(C(=O)OCC(=O)c2ccc(Cl)cc2Cl)c1	-19%	?	·	30%	-10%	13%	-8%	-6%	-13%
42	COc1cccc(NC(=O)Nc2nnc(Cc3ccc(F)cc3)s2)c1	2%	26%[2.33 µM]	10%	128%[activator]	-3%	0%	-1%	-7%	-5%
